# Source: PubChem
# ANO1 activ: mouse TMEM16A channel activation, primary screen; hit rate 0.3% among 340,000; B-score at 10 µM; AID 623877; Q8BHY3; HEK293 TMEM16A/YFP-H148Q/I152L, iodide quench fluorescence; hits give low values;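 active = fluorescence-ratio B-score plate-corrected deviation score at least 3 library SD below zero, with starting fluorescence score within 5 deviations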;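 note: channel opened by trigger with iodide after compound preincubation; score built on the fluorescence ratio of max minus min over baseline; more negative score means more quench and so TMEM16A activation or potentiation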
# TRPC6 act: mouse TRPC6 channel activation; B-score at 10 µM; HEK293-TRPC6 membrane potential dye fluorescence; hits give high values; hit rate 0.13% among 310,000; Q61143;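 active = B-score of the integrated fluorescence ratio above library mean plus 3 SD, and starting fluorescence ratio within library mean plus 5 SD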;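 note: higher score means more depolarization so channel activation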
# TRPC6 inhibitor: mouse TRPC6 channel inhibition. Q61143. HEK293-TRPC6, membrane potential dye, ACh-evoked depolarization; hits give low values. B-score at 10 µM. hit rate 1.1% among 310,000. AID 2553;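 active = B-score under library mean minus 3 SD, initial fluorescence not abnormally high, positive integrated signal ratio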;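 note: B-score derived from integrated fluorescence ratio over the kinetic read; more negative B-score means stronger inhibition of depolarization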
# TRPC4 agonist: opens the mouse TRPC4 cation channel; hit rate 0.49% among 310,000; HEK293 TRPC4beta/mu-opioid, Fluo4 calcium fluorescence; hits give high values; B-score at 10 µM; Q9QUQ5;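 active = B-score above 5 SD of library B-scores, and initial fluorescence ratio not above library mean plus 5 SD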;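 note: positive B-score marks a calcium rise read as TRPC4 activation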
#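 Assay system: HEK293 stable line with TRPC4beta plus mu-opioid receptor. Times: dye 45 min RT, read 110 s. Measured by: kinetic Fluo4 calcium fluorescence. Measure: B score of integrated ratio. Controls: assay buffer as low control, maximal DAMGO as high control.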
# MrgX1 ag: human MrgX1 receptor agonism, primary screen; AID 588627; MrgX1-HEK293 cells, Fluo-4 calcium fluorescence, agonist mode; hits give high values; hit rate 0.44% among 310,000; Q96LB2; B-score at 10 µM;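 active = calcium response B-score plate-corrected fluorescence ratio at least 3 library SD, with starting fluorescence B-score inside 5 SD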
# Target sequence (Q96LB2 whole entry, looked up): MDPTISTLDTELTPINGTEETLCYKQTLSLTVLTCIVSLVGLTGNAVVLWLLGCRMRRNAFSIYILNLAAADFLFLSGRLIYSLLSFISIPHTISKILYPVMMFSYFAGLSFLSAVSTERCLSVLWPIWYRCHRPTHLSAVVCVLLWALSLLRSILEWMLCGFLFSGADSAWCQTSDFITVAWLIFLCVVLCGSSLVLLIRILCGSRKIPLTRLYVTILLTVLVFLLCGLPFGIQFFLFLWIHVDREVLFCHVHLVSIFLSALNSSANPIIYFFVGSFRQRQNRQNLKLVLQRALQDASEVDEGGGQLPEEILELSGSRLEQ
#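 Material: MrgX1-expressing HEK293 cells / Dosing: compound as first of three additions / Incubation: overnight seeding, then 1 h dark dye loading / Signal: Fluo-4 NW calcium fluorescence / Evaluation: B-scored fluorescence response ratio / Benchmarks: positive and negative control wells on each plate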
# TRPC4 potent: allosterically enhances the mouse TRPC4 cation channel; hit rate 0.42% among 310,000; HEK293 TRPC4beta/mu-opioid, DAMGO EC20, Fluo-4 Ca2+ flux; hits give high values; B-score at 10 µM; AID 2227; Q9QUQ5;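 active = B-score of calcium response area above 5 SD of library B-scores, with initial fluorescence ratio within 5 SD of library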;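 note: B-score of integrated fluorescence ratio over time as area under calcium response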
# MrgX1 PAM: human MrgX1 positive allosteric modulation, primary screen; Q96LB2; MrgX1-HEK293, Fluo-4 calcium flux, FDSS; hits give high values; B-score at 10 µM; hit rate 0.63% among 310,000; AID 588675;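 active = plate-corrected calcium response at least 3 library SD above typical, normal starting fluorescence, not activating the receptor alone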;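 note: compound read alongside a low EC10 to EC30 dose of BAM8-22 agonist; peak minus trough fluorescence over baseline measured at the second addition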
# MrgX1 antagonist: antagonists of human MrgX1 receptor; hit rate 1.3% among 310,000; B-score at 10 µM; Q96LB2; MRGX1-HEK293 calcium flux, Fluo-4, BAM8-22 antagonism; hits give low values;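 active = calcium-response B-score plate-corrected more than 3 library SD below zero, starting fluorescence within 5 deviations, no agonist response on first addition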;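 note: peak minus trough fluorescence over baseline after final BAM8-22 challenge near maximal dose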
# TMEM16A inh: mouse TMEM16A channel inhibition, primary screen; HEK293 TMEM16A/YFP iodide influx fluorescence, ionomycin; hit rate 1.2% among 310,000; normalized B-score (activity score, 25-100; higher = stronger inhibition) at 10 µM; Q8BHY3; AID 588511;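 active = ratio plate-corrected score three or more library SD toward inhibition, starting fluorescence score within five deviations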;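 note: score derived from kinetic fluorescence span divided by baseline fluorescence per well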
# RGS4 block: inhibitors of human RGS4; P49798; HEK293 M3R/RGS4 inducible, Fluo-4 calcium flux; hits give high values; triggered by carbachol at its EC20; B-score at 10 µM; hit rate 0.45% among 310,000; AID 463165;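 active = B-score, a plate-corrected calcium signal, over three deviations above library mean, with baseline fluorescence within five deviations of library mean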;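 note: RGS4 expression induced by doxycycline in cells with stable M3 receptor; B-score is computed from the integrated fluorescence ratio over baseline after carbachol; higher B-score means a larger calcium signal and so more RGS4 inhibition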
# Target sequence (P49798 whole entry, looked up): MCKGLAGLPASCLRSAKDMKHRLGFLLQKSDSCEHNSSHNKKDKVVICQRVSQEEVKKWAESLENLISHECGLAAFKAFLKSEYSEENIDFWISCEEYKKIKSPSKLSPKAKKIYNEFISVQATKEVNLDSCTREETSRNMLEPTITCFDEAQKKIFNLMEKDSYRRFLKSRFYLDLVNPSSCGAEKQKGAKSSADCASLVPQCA
# TRPC4 inh: blocks the mouse TRPC4 cation channel; Q9QUQ5; HEK293 TRPC4beta/mu-opioid, DAMGO-evoked Fluo4 calcium flux; hits give low values; B-score at 10 µM; hit rate 0.39% among 300,000; AID 2247;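 active = B-score over 3 SD under the library average, no early fluorescence shift, positive overall ratio signal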
#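 System: stable TRPC4beta/mu-opioid receptor HEK293 cells; Dosing: single-point compound dosing; Measured by: Fluo4 Ca2+ flux fluorescence; Read-out basis: per-well B score of integrated baseline-normalized Fluo4 ratio.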
# The depositor's hits bear a star; i = inactive; x = not tested or not shown.
SMILES,ANO1 activ,TRPC6 act,TRPC6 inhibitor,TRPC4 agonist,MrgX1 ag,TRPC4 potent,MrgX1 PAM,MrgX1 antagonist,TMEM16A inh,RGS4 block,TRPC4 inh
CCCNC(=O)c1nc(C)n(-c2cc(Cl)cc(Cl)c2)n1,i,i,i,i,i,i,i,i,i,i,i
O=C(CCCn1c(=O)oc2ccccc21)N1CCN(c2ccccn2)CC1,i,i,i,i,i,i,i,i,i,i,i
O=C(CSc1nc2ccccc2c(=O)[nH]1)N1CCN(c2ccccc2)CC1,i,i,i,i,i,i,i,i,i,i,i
COc1ccccc1Nc1nc(N2CCOCC2)nc(N2CCOCC2)n1,i,i,i,i,i,i,i,i,i,i,i
CCCNC(=O)c1ccccc1NC(=O)c1ccccc1N(C)S(=O)(=O)c1ccccc1,i,i,i,i,i,i,i,i,i,i,i
COc1ccc(Cl)cc1C(=O)Nc1nc2ccc(S(C)(=O)=O)cc2s1,x,i,i,i,i,i,i,i,i,i,i
CCc1cc2c(=O)c(-c3cnn(-c4ccccc4)c3)c(C)oc2cc1OCC(=O)Nc1cccc(C)c1,i,i,i,i,i,i,i,i,i,i,i
CCCn1c(CN2CCN(c3cccc(Cl)c3)CC2)nc2c1c(=O)n(C)c(=O)n2C,i,i,i,i,i,12*,i,i,i,i,i
COc1cc(/C=C/c2onc(C)c2[N+](=O)[O-])cc(OC)c1OC,i,i,i,i,i,i,i,i,i,i,i
Nc1nc(NCCOCCO)nc(Nc2cccc(F)c2)c1[N+](=O)[O-],i,i,i,i,i,i,i,i,i,i,i
CCN1CCN(CC(=O)Nc2nc3ccc(C)cc3s2)CC1,i,i,i,i,i,i,i,i,i,i,i
COCCCNC(=O)CSc1nc2sc(C(=O)OC)c(C)c2c(=O)n1N,i,i,i,i,i,i,i,i,i,i,i
O=C(NC1CCCCC1)c1n[nH]c2c1CC(c1ccccc1)CC2 (stereo not given),i,x,x,x,i,x,i,i,i,x,x
c1coc(CNc2nc3nonc3nc2NCc2ccco2)c1,i,x,x,x,i,x,i,i,25*,x,x
O=C(c1ccco1)N1CCN(Cc2cn[nH]c2-c2cccc3ccccc23)CC1,i,i,i,i,i,i,i,i,i,i,i
O=C(Cn1ccccc1=O)c1ccc(Cl)cc1,i,i,i,i,i,i,i,i,i,i,i
CCOC(=O)c1c(C)nc(SCC(N)=O)c(C#N)c1-c1ccccc1,i,i,i,i,i,i,i,i,i,i,i
O=[N+]([O-])c1cc(S(=O)(=O)NCCN2CCOCC2)ccc1Sc1nnnn1-c1ccccc1,i,i,i,i,i,i,i,i,i,i,i
O=C(NCc1cn(-c2ccccc2)nc1-c1ccccc1)c1cccc([N+](=O)[O-])c1,i,i,i,i,i,i,i,i,i,i,i
CC(C)c1ccc(NC(=O)C(c2ccccc2)N2CCN(C(=O)c3ccco3)CC2)cc1 (stereo not given),x,i,i,i,i,i,i,i,i,i,i
Cc1cc2c(sc3c(C)ccc(C)c32)c(C)n1,i,i,i,i,i,i,i,i,i,i,i
C/C(CCc1ccccc1)=N\NC(=O)CC(=O)NCCc1ccccc1,i,i,i,i,i,i,i,i,i,i,i
COc1ccccc1NS(=O)(=O)c1c(C(=O)N2CCCC2)c(C)n(C)c1C,i,i,i,i,i,i,i,i,i,i,i
NC(=O)c1cccn1Cc1ccccc1Cl,i,i,i,i,i,i,i,i,i,i,i
Cc1cc(/C=C(\C#N)C(=O)O)c(C)n1CC1CCCO1 (stereo not given),i,i,i,i,i,i,i,i,i,i,i
S=C(NCCc1ccccc1)NCCN1CCOCC1,i,i,i,i,i,i,i,i,i,i,i
O=C(CSc1ccc2nnc(-c3cccs3)n2n1)N1CCCC1,i,i,i,i,i,i,i,i,i,i,i
O=[N+]([O-])c1ccc(N2CCN(c3cccc(Cl)c3)CC2)cn1,i,i,i,i,i,i,i,i,i,i,i
CC1CCN(CCCCOc2ccc([N+](=O)[O-])cc2)CC1,i,i,i,i,i,i,i,i,i,i,i
O=C(COc1ccc2ccccc2c1Br)NC(=S)Nc1cccc(CO)c1,i,i,i,i,i,i,i,i,i,i,i

# At a glance, part of the list above.
SMILES,ANO1 activ,TRPC6 act,TRPC6 inhibitor,TRPC4 agonist,MrgX1 ag,TRPC4 potent,MrgX1 PAM,MrgX1 antagonist,TMEM16A inh,RGS4 block,TRPC4 inh
CC1CCN(CCCCOc2ccc([N+](=O)[O-])cc2)CC1,i,i,i,i,i,i,i,i,i,i,i
O=C(COc1ccc2ccccc2c1Br)NC(=S)Nc1cccc(CO)c1,i,i,i,i,i,i,i,i,i,i,i

# More results follow:
SMILES,ANO1 activ,TRPC6 act,TRPC6 inhibitor,TRPC4 agonist,MrgX1 ag,TRPC4 potent,MrgX1 PAM,MrgX1 antagonist,TMEM16A inh,RGS4 block,TRPC4 inh
O=C(NCCCNCc1ccccc1)c1ccccn1,i,i,i,i,i,i,i,i,i,i,i
CC(=O)n1cc([C@H]2C=C(C(=O)Nc3ccccc3)O[C@@H](OCCCCO)C2)c2ccccc21,i,i,i,i,i,i,i,i,i,i,i
Cc1ccc(-c2cc(C(=O)N/N=C\c3cnn(C)c3C)c3ccccc3n2)cc1C,i,i,i,i,i,i,i,i,i,i,i
O=C(OCCN1CCOCC1)c1ccc(OCCN2CCOCC2)cc1,i,i,i,i,i,i,i,i,i,i,i
COc1ccc(OC)c(NC(=O)c2ccc(N3C(=O)C4CC=C(C)CC4C3=O)cc2)c1 (stereo not given),i,i,i,i,i,i,i,i,i,i,i
c1csc(C2CCCN2c2nc3nonc3nc2NC2CC2)n1 (stereo not given),i,i,i,i,i,i,i,i,i,i,i
COc1ccc(C)cc1NC(=O)CCN1CCN(c2ccccc2)CC1,i,i,i,i,i,i,i,i,i,i,i
Cc1csc2nc(CNC(=O)C3CCCCC3)cn12,i,i,i,i,i,i,i,i,i,i,i
CC1CCCN(CCCNC(=O)c2cc3c(s2)-c2ccccc2OC3)C1 (stereo not given),i,i,i,i,i,i,i,i,i,i,i
Cc1cccc(-c2noc(C3CCCCC3)n2)c1,i,i,i,i,i,i,i,i,i,i,i
COc1ccc(C(=O)/C(C#N)=N/Nc2ccccc2[N+](=O)[O-])cc1,i,i,i,i,i,i,i,i,i,i,i
COc1ccc(-n2nc3c(c2NC(=O)COc2cccc(OC)c2)CS(=O)(=O)C3)cc1,i,i,i,i,i,i,i,-7.5*,i,i,i
CC(=O)NCCN=C(C)c1sc2ccccc2c1O,i,i,i,i,i,i,i,i,i,i,i
CCC(C)(C)NC(=O)CN(C(=O)CCC(=O)Nc1nccs1)c1ccc2c(c1)OCO2,i,i,-5.2*,i,i,i,i,i,i,i,i
COc1ccccc1NC(=O)c1ccc(S(=O)(=O)N(C)C)cc1,i,i,i,i,i,i,i,i,i,i,i
Cc1cccc(-c2nnc(N)s2)c1,i,i,i,i,i,i,i,i,i,i,i
COc1cc(NS(=O)(=O)c2cc(C(=O)N3CCN(C(C)=O)CC3)ccc2OC)cc(OC)c1,i,i,i,i,i,i,i,i,i,i,i
CCn1c(-c2nn(-c3ccccc3)ccc2=O)n[nH]c1=S,i,i,i,i,i,i,i,i,i,i,i
CCn1c2ccccc2c2nnc(SCC(=O)NC3CCS(=O)(=O)C3)nc21 (stereo not given),i,i,i,i,i,i,i,i,i,i,i
COC(=O)CSc1nnc(CNc2ccc(Cl)cc2)n1-c1ccccc1,i,i,i,i,i,i,i,i,i,i,i
CCn1c(SCc2ccc(C#N)cc2)nnc1-c1cccc(Cl)c1,i,i,i,i,i,i,i,i,i,i,i
CC1CCCC(C)N1C(=O)Cn1nnc(-c2ccccc2)n1 (stereo not given),i,i,i,i,i,i,i,i,i,i,i
CC(=O)N1c2ccccc2C(C)=CC1(C)C,i,i,i,i,i,i,i,i,i,i,i
Cc1ccc(NC(=O)COC(=O)c2csc3c2CCC(C)C3)cc1S(=O)(=O)N1CCCCC1 (stereo not given),i,i,i,i,i,i,i,i,i,i,i
Cn1cc(/C=C/C(=O)N2CCCC(C(=O)c3ccc(C(F)(F)F)cc3)C2)cn1 (stereo not given),i,i,i,i,i,i,i,i,i,i,i
CC(=O)Nc1ccc(NC(=O)Cn2c(-c3ccc(F)cc3)cnc2SCC(=O)Nc2c(C)cccc2C)cc1,i,i,i,i,i,i,i,i,i,i,i
COc1ccccc1-c1c(C)nn2c(N3CCN(c4ccccc4OC)CC3)cc(C)nc12,i,i,i,i,i,i,i,i,i,i,i
O=C(N/N=C/c1ccncc1)c1ccc2c(c1)OCO2,i,i,i,i,i,i,i,i,i,i,i
Cn1c(Sc2nc3ccccc3n2C)nc2ccccc21,i,i,i,i,i,i,i,i,i,i,i
CCCN(CCC)C(=S)Nc1cc(C(=O)OC)ccc1C(=O)OC,i,i,i,i,i,i,i,i,i,i,i
c1ccc(Nc2nc3ccccc3n3nnnc23)cc1,i,i,i,i,i,i,i,i,i,i,i
CCC1Oc2ccc(C)cc2N(CC(=O)NCc2ccccc2OC)C1=O (stereo not given),i,i,i,i,i,i,i,i,i,i,i
CN(Cc1ccc(Cl)cc1Cl)C(=O)CNC(=O)c1ccco1,i,i,i,i,i,i,i,i,i,i,i
CCc1ccc(NC(=O)CCC(=O)N2CCSc3ccccc32)cc1,i,i,i,i,i,i,i,-5.2*,i,i,i
O=C(NCc1ccc2c(c1)OCO2)c1cc(=O)[nH]c2ccccc12,i,i,i,i,i,i,i,i,i,i,i
O=C(CN1CCCCC1)N/N=C/c1ccc(Cl)cc1Cl,i,i,i,i,i,i,i,i,i,i,i
CCOc1ccc(OC(=O)c2cccc(S(=O)(=O)N3CCN(C)CC3)c2)cc1,i,i,i,i,i,i,i,i,i,i,i
Cn1c(N/N=C/c2c[nH]c3ccccc23)nc2ccccc21,i,i,i,i,i,i,i,i,i,i,i
CC(C)CN(C(=O)COC(=O)CCSc1ccc(F)cc1)c1c(N)n(Cc2ccccc2)c(=O)[nH]c1=O,i,i,i,i,i,i,i,i,i,i,i
